NSD2 inh: blocks human histone methyltransferase NSD2. NSD2 peptide methylation, AlphaScreen, 120 min. inhibition, % at 12.5 µM. hit rate 0.54% among 310,000. AID 743445. O96028; in the data active = inhibition above about 50%
Keap1-Nrf2 PPI: inhibitors of human Keap1-Nrf2 protein-protein interaction | inhibition, % at 9.4 µM | Keap1 Kelch-Nrf2 peptide fluorescence polarization, 1536-well | Q14145 | hit rate 0.15% among 340,000; in the data active = inhibition above about 12%;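 note: human Keap1 Kelch domain with fluorescein labeled Nrf2 9mer peptide probe; 0% = neutral control wells and 100% = peptide positive control; higher means more block of Keap1 binding to Nrf2 peptide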
Target sequence (Q14145 whole entry, looked up, the tested form may be a part): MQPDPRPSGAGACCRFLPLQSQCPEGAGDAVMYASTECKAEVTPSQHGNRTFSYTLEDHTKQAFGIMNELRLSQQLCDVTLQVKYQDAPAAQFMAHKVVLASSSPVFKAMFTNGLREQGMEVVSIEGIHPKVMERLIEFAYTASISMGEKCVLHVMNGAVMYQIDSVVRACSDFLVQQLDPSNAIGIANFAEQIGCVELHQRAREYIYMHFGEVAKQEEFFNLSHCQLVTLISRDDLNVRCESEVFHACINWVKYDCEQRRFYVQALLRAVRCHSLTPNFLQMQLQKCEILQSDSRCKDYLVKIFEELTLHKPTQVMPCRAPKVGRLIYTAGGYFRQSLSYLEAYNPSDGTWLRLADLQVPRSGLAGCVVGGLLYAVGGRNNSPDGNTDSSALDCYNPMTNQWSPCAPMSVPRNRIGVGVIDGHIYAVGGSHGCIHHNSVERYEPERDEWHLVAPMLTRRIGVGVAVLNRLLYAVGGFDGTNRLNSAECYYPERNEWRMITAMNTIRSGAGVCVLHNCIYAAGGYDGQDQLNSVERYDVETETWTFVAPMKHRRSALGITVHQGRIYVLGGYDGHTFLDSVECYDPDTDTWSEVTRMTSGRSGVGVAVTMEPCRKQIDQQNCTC
DSG3 Ab inh: human desmoglein-3 autoantibody binding inhibition | DSG3-coupled beads, scFv-anti-DSG3-GFP binding, flow cytometry; hits give low values | hit rate 0.48% among 310,000 | AID 588358 | binding (percent of control), % at 10 µM;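 active = binding more than 3 SD below its plate's average and above zero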;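 note: hits lower antibody fragment binding to DSG3; some compounds called inactive have numbers as strong as hits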
CAL PDZ FP-1: blocks peptide binding to the human CAL PDZ domain; Q9HD26; purified CAL PDZ, TMR-peptide fluorescence polarization, 1 h; inhibition, % at 24.9 µM; hit rate 0.92% among 300,000; AID 602252;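 active = mean inhibition of at least 30% with at least half of replicates also reaching 30%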;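 note: 0% = DMSO neutral control and 100% = excess unlabeled competitor peptide PRC23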
V-ATPase pH: yeast V-ATPase proton transport regulation by pHLuorin. S. cerevisiae, pHLuorin cytosolic pH fluorescence. response, % at 10 µM. hit rate 0.37% among 350,000; in the data active = response mostly above about 7.3%, no sharp cut-off; inactive = mostly below about 5.4%; note: actives read high; inactives centre near 0; some compounds called inactive have numbers as strong as hits
RTF Ca sens inh: cardiac RTF calcium desensitization | IANBD-labeled cardiac RTF, Ca2+ fluorescence | P19429+P45379 | inhibition, % at 7.15 µM | hit rate 0.12% among 340,000;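 active = inhibition above the mean inhibition of all tested compounds plus 3 SD, cut at about 17% in these data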;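 note: assay run at fixed EC70 calcium of 1.6 mM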
DAGLB inhibitor: diacylglycerol lipase beta (human) inhibition. HEK293T DAGLB membrane lysate, EnzChek fluorogenic substrate. inhibition, % at 5.17 µM. AID 504411. Q8NCG7. hit rate 0.059% among 340,000; in the data active = inhibition above about 34%;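 note: 0% = enzyme with vehicle and 100% = wells lacking enzyme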
Arrestin-AP2 inh: inhibitors of human beta-arrestin and AP2 interaction. inhibition, % at 10 µM. FITC-arrestin peptide / GST-AP2 beads, flow cytometry; AP2 beta2 appendage carries R879A mutation. hit rate 0.31% among 340,000;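 active = inhibition above a set limit, near 3 SD of compounds lacking own fluorescence, cut at about 54% in these data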;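 note: plate controls were DMSO wells for no effect and 5 µM unlabelled arrestin peptide for full effect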
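System: GST-AP2 R879A bound to glutathione beads, E. coli-expressed. Also added: 50 nM FITC-arrestin peptide. Schedule: compound with beads 12 min RT, then probe 1 h RT. Signal: bead flow cytometry, FITC channel. Read-out basis: percent response.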
CAL PDZ FP-2: blocks peptide binding to human CAL PDZ domain | Q9HD26 | purified CAL PDZ, TMR-peptide fluorescence polarization, 1 h | inhibition, % at 20 µM | hit rate 0.02% among 330,000 | AID 504414;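 active = highest replicate inhibition of at least 40%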;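 note: plate controls were DMSO neutral control wells for no effect and unlabeled competitor peptide control wells for full effect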
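Material: tagged CAL PDZ protein CerCALP, purified; buffer or medium: sodium phosphate/NaCl buffer pH 7.4 with TCEP, IgG, Thesit; also added: fluorescent TMR peptide probe; schedule: 1 h incubation at room temperature before polarization reading; technique: fluorescence polarization from S- and P-plane intensities, G-factor corrected; control set: unlabelled peptide and DMSO controls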
C-LANA FP: inhibitors of KSHV LANA C-terminal domain DNA binding | hit rate 0.078% among 340,000 | inhibition, % at 9 µM | MBP-C-LANA/FAM-LBS DNA binding, fluorescence polarization;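 active = highest replicate inhibition at or above 60% at 9 µM, even if other replicates fall short; inactive = all replicates below 60% inhibition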;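 note: 0% = neutral control wells and 100% = 4 µM acridine orange control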
Active calls of the source: *; / = no result given.

SMILES	NSD2 inh	Keap1-Nrf2 PPI	DSG3 Ab inh	CAL PDZ FP-1	V-ATPase pH	RTF Ca sens inh	DAGLB inhibitor	Arrestin-AP2 inh	CAL PDZ FP-2	C-LANA FP
COC(=O)CSc1nc2c(c(=O)[nH]c(=O)n2C)n1CCC(C)C	5	1	104	3	4	3	0	15	-1.2	-0.7
O=C(Nc1ccc(F)cc1F)N1CCN(C/C=C/c2ccccc2)CC1	/	0	103	/	-1	-3	-1	-3	-1.2	-0.2
O=C(O)CSCc1nc2ccccc2s1	-3	2	/	2	-2	3	0	2	-0.7	1.5
Cc1cc(C)c2c(=O)n(-c3ccccc3)[nH]c2n1	-1	-6	105	5	1	8	4	-3	/	0.9
COCCN(C(=O)COC(=O)c1ccc2[nH]c(C)c(C)c2c1)c1c(N)n(Cc2ccccc2)c(=O)[nH]c1=O	1	-7	97	-3	2	-14	0	4	-2.4	-0.8
CS(=O)(=O)c1sc2nc(-c3ccccc3)cc(-c3ccccc3)c2c1N	3	2	89	/	3	3	-1	13	-2.0	0.9
COc1cccc(CN(C(=O)c2cc3ccccc3oc2=O)C2CCS(=O)(=O)C2)c1 (configuration not stated)	-6	-2	103	/	-2	0	-2	-12	-1.0	-0.8
Cc1ccccc1NC(=S)NC(NC(=O)C(C)(C)C)C(Cl)(Cl)Cl (configuration not stated)	1	-6	102	-6	2	-12	0	2	-1.6	0.9
O=[N+]([O-])c1cc([N+](=O)[O-])c2nonc2c1Nc1ccc(O)cc1	38	-4	99	-9	0	-10	2	1	0.2	-0.9
CCN(CC)C(=O)Cn1cc(C(=O)C(=O)N2CC=C(c3ccccc3)CC2)c2ccccc21	0	-1	105	0	0	-10	-1	1	-0.5	8.4

5 of the compounds above, with bars between the fields:
Compound | NSD2 inh | Keap1-Nrf2 PPI | DSG3 Ab inh | CAL PDZ FP-1 | V-ATPase pH | RTF Ca sens inh | DAGLB inhibitor | Arrestin-AP2 inh | CAL PDZ FP-2 | C-LANA FP
CS(=O)(=O)c1sc2nc(-c3ccccc3)cc(-c3ccccc3)c2c1N | 3 | 2 | 89 | / | 3 | 3 | -1 | 13 | -2.0 | 0.9
COc1cccc(CN(C(=O)c2cc3ccccc3oc2=O)C2CCS(=O)(=O)C2)c1 (configuration not stated) | -6 | -2 | 103 | / | -2 | 0 | -2 | -12 | -1.0 | -0.8
Cc1ccccc1NC(=S)NC(NC(=O)C(C)(C)C)C(Cl)(Cl)Cl (configuration not stated) | 1 | -6 | 102 | -6 | 2 | -12 | 0 | 2 | -1.6 | 0.9
O=[N+]([O-])c1cc([N+](=O)[O-])c2nonc2c1Nc1ccc(O)cc1 | 38 | -4 | 99 | -9 | 0 | -10 | 2 | 1 | 0.2 | -0.9
CCN(CC)C(=O)Cn1cc(C(=O)C(=O)N2CC=C(c3ccccc3)CC2)c2ccccc21 | 0 | -1 | 105 | 0 | 0 | -10 | -1 | 1 | -0.5 | 8.4

Continuation:
SMILES	NSD2 inh	Keap1-Nrf2 PPI	DSG3 Ab inh	CAL PDZ FP-1	V-ATPase pH	RTF Ca sens inh	DAGLB inhibitor	Arrestin-AP2 inh	CAL PDZ FP-2	C-LANA FP
Cc1nc(CS(=O)(=O)c2ccccc2)cc(Sc2ccccc2Cl)n1	0	-2	100	0	0	-2	-3	19	-1.5	2.3
Cn1nccc1C(=O)OCC(=O)Nc1ccc(S(N)(=O)=O)cc1	5	3	100	-6	1	-1	2	5	-3.3	1.4
COC(=O)Cc1cc(=O)n2[nH]cnc2n1	-1	1	106	-4	-4	-2	1	1	-0.2	2.7
O=C(Nc1ccc(Oc2ccccc2)nc1)C1CCCCN1Cc1ccco1 (configuration not stated)	-2	-2	110	-2	-12	-1	1	45	-2.1	-5.1
CCCCSc1nc2c(cnn2-c2ccc(F)cc2)c(=O)[nH]1	/	-2	98	/	8	-5	0	3	-1.4	-0.2
Cc1cc(=O)oc2c(C)c(OCC(=O)N(C)C)ccc12	0	-5	103	/	1	-10	-2	-3	-0.3	0.3
O=C(NCc1ccco1)c1ccc2c(c1)N(Cc1ccc(Cl)cc1)CCS2	4	-5	88	2	14*	-5	0	2	-2.6	0.9
CC1CN(C(=S)NC(=O)c2ccccc2)CC(C)O1 (configuration not stated)	-1	-3	/	/	0	2	1	-17	0.5	1.5
S=C(c1ccco1)N1CCOCC1	-2	-3	103	-3	2	-3	-4	12	-0.9	2.7
COc1ccc(CN2CCN(Cc3csc(C(C)=O)c3)CC2CCO)c(C)c1C (configuration not stated)	12	1	91	1	-3	-1	1	0	-1.6	0.8
COc1ccc(/C=C/C(=O)N2CCCc3ccccc32)cc1	/	-4	101	-4	-3	-5	-9	-2	-0.4	1.5
Cc1csc(NC(=O)CSc2nc(=O)n(CCN(C)C)c3c2CCCC3)n1	3	-1	104	-3	-2	-5	1	0	-2.1	0.7
Cc1cccc2[nH]c3c(N4CC=C(c5ccc(F)cc5)CC4)ncnc3c12	-1	/	116	/	1	/	/	10	/	/
Cc1cccc(C)c1NC(=O)c1c[nH]c2ccccc12	143*	-1	99	-2	0	-10	-3	-3	-0.4	0.4
Clc1cccc(N2CCN(CCNc3nc4ccccc4n4cnnc34)CC2)c1	/	-3	106	1	1	2	-2	-12	1.1	-0.3
CCOC(=O)C1(Cc2cccc(OC)c2)CCCN(C(=O)c2cc(C)on2)C1 (configuration not stated)	0	-1	117	0	0	7	-1	-7	-2.3	-1.3
COc1ccc(O)c(/C=N/NC(=O)CSc2nnc(C)n2-c2ccccc2)c1	/	-3	/	-7	-3	0	1	-6	-0.9	3.9
CCCCOP(=O)(c1ccc(N(C)C)cc1)C(O)c1ccc(C(C)C)cc1 (configuration not stated)	5	-1	96	-2	-3	0	0	18	0.9	0.2
Cc1cc(NC(=O)CCN2CCC(C)CC2)ccc1Br	7	-4	111	/	-2	-6	-2	51	-0.7	-3.9
O=C(CCCN1CCOC(c2ccccc2)C1)c1ccc(F)cc1 (configuration not stated)	24	1	102	-3	-1	3	-12	2	/	0.0
O=C(N/N=C/c1cccs1)c1cncc(Br)c1	-7	-2	87	0	1	3	0	4	-1.4	-1.4
NS(=O)(=O)c1ccc(Nc2ccc3cc(S(=O)(=O)N4CCCCC4)ccc3n2)cc1	-6	-5	/	-7	3	-6	-1	-9	-2.6	-1.0
Cc1ccc(Oc2ncccc2NC(=O)CC2(CC(=O)O)CCCC2)c2c1CCC2	-7	-1	/	-7	-1	2	2	0	0.5	1.2
O=[N+]([O-])c1cccc(-c2nnc(-c3ccccc3)o2)c1	-3	1	108	-1	-1	-4	-5	-13	-2.9	0.2
CC(C)(C)C(O)CN1CCCC1 (configuration not stated)	1	-4	121	-2	0	-1	-2	13	-1.9	1.5
Cc1cc(C)cc(C(=O)Nn2cnnc2)c1	-3	1	120	-2	2	7	0	0	-0.8	-0.4
CCOC(=O)c1nnn(-c2nonc2N)c1-c1ccc(Cl)cc1	-2	0	109	-2	2	2	0	6	-1.2	0.6
COc1ccc(N2CCN(C(=O)C(NC(=O)c3c(F)cccc3F)C(C)C)CC2)cc1 (configuration not stated)	0	-6	109	-3	-2	-7	0	3	0.5	2.6
Cc1cc(C)c[n+](CC(=O)c2ccc(C)c([N+](=O)[O-])c2)c1	2	4	112	-1	-4	-5	1	16	-14	-1.3
COc1ccc(OC)c(-n2nnnc2SCC(=O)N2CCN(C(=O)c3ccco3)CC2)c1	-10	0	112	-2	-2	-2	-1	6	-0.4	-0.4
O=C(NCCc1c[nH]c2ccccc12)C(=O)NCC1OCCCN1S(=O)(=O)c1ccccc1 (configuration not stated)	1	0	98	-3	0	-11	3	1	-3.6	-0.2
COc1ccc2[nH]c(CN3CCC(CO)(CCOc4ccccc4)CC3)c(C)c2c1	16	-1	103	-3	3	-4	-1	-9	-2.3	-0.5
CC(C)c1ccc(NC(=O)C2CCCCN2S(=O)(=O)c2ccccc2)cc1 (configuration not stated)	-6	-2	101	-2	0	8	-16	26	-0.3	-0.1
CCOC(=O)c1sc(N/N=C/c2cccc(C)c2)nc1C	0	-2	95	4	0	-4	-3	2	-0.6	-1.1
COC(=O)Nc1ccc(S(=O)(=O)Nc2ccc(O)cc2)cc1	-5	-2	97	-1	0	-3	-3	-3	-2.8	0.0
COC(=O)C(NC(=O)c1ccco1)(Nc1cc(C)ccn1)C(F)(F)F (configuration not stated)	0	-2	99	1	3	3	-3	7	-2.7	0.3
O=C(NC1CCN(S(=O)(=O)c2ccc(F)cc2)CC1)c1cccc(F)c1	-2	0	124	-5	-2	3	-1	0	0.0	12
C=CCn1c(=O)c2c(nc3n2CC(C)CN3CCc2ccccc2)n(C)c1=O (configuration not stated)	4	-2	97	-3	-2	-4	1	-1	-2.2	1.4
CCN(CC)c1ccc(NC(=O)CSc2nc3nc(C)cc(C)c3c(=O)[nH]2)cc1	19	-3	105	1	0	-22	7	3	-1.2	-0.9
CC(=O)C[C@H](O)CC(=O)[C@H]1OC(=O)[C@@H](C)C/C=C\Cc2ccccc21	/	0	95	-9	-1	-2	-7	7	-0.3	-0.1
O=C(O)C(=Cc1ccccc1)Cc1ccccc1	0	7	93	-5	7	-10	2	0	-1.4	-1.1
CCC(=O)Nc1cc(-c2nn(CC(=O)N3CCCCC3)c(=O)c3ccccc23)ccc1N1CCOCC1	1	-3	119	-2	1	-2	1	12	0.1	0.0
Cc1cc(C)cc(NC(=O)CSc2nc3ccccc3nc2N2CCCCC2)c1	/	-5	99	/	-1	-3	-5	8	-0.7	0.6
O=C(O)Cn1c(-c2ccccc2)cc2ccccc21	0	-2	106	62*	-1	2	1	-11	0.1	-0.9
Cc1noc(C)c1S(=O)(=O)N1CCC(Cc2ccccc2)CC1	-10	-1	100	-2	1	2	-14	3	-0.4	-2.5
Cc1ccc(N=Cc2nc(-c3ccc(C)cc3)oc2O)cc1	/	3	98	-5	-2	0	-3	-4	-8.3	4.2
O=C(c1ccc(F)cc1)N1CCN(C2=NS(=O)(=O)c3ccccc32)CC1	-2	-2	/	-3	10	-10	-2	8	-2.1	3.3
COc1ccccc1N(C(=O)c1ccco1)C(C(=O)NC1CCCC1)c1ccc(N2CCOCC2)cc1 (configuration not stated)	/	-7	/	-3	-5	-3	-3	3	-2.2	0.9
Cc1noc(C)c1S(=O)(=O)N(CC(=O)O)c1ccc2c(c1)OCO2	-1	-5	101	-2	-1	-11	-3	-7	-1.3	0.6
O=C(/C=C/c1ccccc1Cl)c1cccnc1	0	-13	111	0	-4	3	3	-1	-1.0	0.6
CC(C)(C)NC(=O)c1ccccc1-c1nc(-c2ccccc2Cl)no1	-2	-7	/	-2	-5	-4	-2	-8	0.2	2.5
Cc1cc(=O)oc2cc(OCC(=O)N3c4ccccc4NC(=O)C3(C)C)ccc12	-1	-1	91	3	0	-1	2	-2	-0.6	1.9
Cc1ccc(S(=O)(=O)NCC(=O)N/N=C/c2ccc(Cl)cc2Cl)cc1	6	1	98	0	3	-19	0	-1	-1.3	1.0

Screens from PubChem.

An excerpt (hit frequency here may not be typical).
